High-throughput results (PubChem)
LYP phosphatase – inhibitors of LYP phosphatase, biochemical, fluorescence intensity, uHTS (AID 1779); inhibition, % at 11.5 µM, or IC50 in µM where a hit was titrated; recombinant LYP phosphatase, fluorescence intensity; higher % means a stronger effect; 290,000 tested, 0.054% active;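 note: plate controls were vehicle with enzyme for no effect and no enzyme for full effect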
AID2073 – inhibitors of Mint1-CaV2.2 protein interaction, biochemical, HTRF (AID 2073); 290,000 tested, 0.19% active; HTRF protein-protein interaction, Mint1-CaV2.2; higher % means a stronger effect; inhibition, % at 20 µM, or IC50 in µM where a hit was titrated; in the data active = inhibition mostly above about 51%, no sharp cut-off; inconclusive = no clear call, values can overlap the other calls; inactive = mostly below about 53%; note: some results filed as inactive read as strong as hits
Dynein cargo inh – dynein cargo transport inhibition. z-score, hits read low. 3617.4 mouse cells, GR-EGFP nuclear translocation imaging; test concentration mostly 20 µM; stimulated with dexamethasone, 1 µM; active compounds read low. 220,000 tested, 0.47% active;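 active = plate z-score of nuclear minus cytoplasmic receptor signal below a set negative limit, without overly bright fluorescence or cell loss, cut at about -3.5 in these data, passing the limit was not always enough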;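 note: z-score of nuclear minus cytoplasmic ring GR-EGFP intensity difference per well; some compounds called inactive have numbers as strong as hits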
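medium = tetracycline-free induction medium containing charcoal-stripped FBS | probe or stimulus = dexamethasone, 1.0 µM final | timing = 48 h induction, then 1 h compound, then 30 min agonist, 37 °C | detection = automated 10x imaging of fixed Hoechst-stained cells | read-out basis = nuclear versus cytoplasmic GR-EGFP signal, averaged per well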
PMI inhibitors – inhibitors of human PMI, primary screen, biochemical, fluorescence intensity, coupled assay (AID 1209); inhibition, % at 20 µM; hits with a dose series show IC50 in µM; purified PMI enzyme, coupled fluorescence intensity; higher % means a stronger effect; 190,000 tested, 0.42% active;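 note: plate controls were DMSO vehicle for no effect and wells lacking substrate for full effect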
SIAH1 antagonists – Siah-1 peptide-binding antagonists, primary screen, biochemical, fluorescence polarization, rhodamine-plectin, uHTS (AID 1817); Siah-1 / rhodamine-plectin peptide fluorescence polarization; higher % means a stronger effect; displacement, % at 20 µM, or IC50 in µM where a hit was titrated; 290,000 tested, 0.02% active;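 active = displacement of at least 50% at 20 µM, with a fluorescence ratio check between 0.3 and a set limit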;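 note: plate controls were Siah plus tracer with DMSO for no effect and tracer alone without Siah for full effect; strong numbers were not always called active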
P. falciparum M17LAP – P. falciparum M17LAP inhibitors, primary screen, biochemical, fluorogenic H-Leu-NHMec substrate, 1536-well (AID 1619) | recombinant M17LAP, H-Leu-NHMec fluorogenic kinetic assay; higher % means a stronger effect | 220,000 tested, 0.38% active | inhibition, % at 30 µM; hits with a dose series show IC50 in µM;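 active = compound inhibiting the enzyme by more than half at any dose during confirmatory dose-response retesting; inconclusive = strong single-dose inhibitors picked by rank but not retested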;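 note: plate controls were full reaction with DMSO carrier for no effect and no enzyme background for full effect; strong numbers were not always called active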
XIAP antagonists – XIAP antagonists, biochemical, IAP family, fluorescence polarization (AID 1018); XIAP BIR domain, fluorescence polarization peptide displacement; higher % means a stronger effect; 200,000 tested, 0.007% active; one-dose displacement, % at 20 µM; IC50 in µM for titrated hits; in the data active = displacement above about 50%; note: a part of the inactive calls stands beside numbers as strong as those of hits
P. falciparum M1AAP – malaria alanyl aminopeptidase activity blockers – biochemical, fluorogenic H-Leu-NHMec substrate, 1536-well (AID 1445); recombinant M1AAP, H-Leu-NHMec fluorogenic kinetic assay; higher % means a stronger effect; 220,000 tested, 0.42% active; inhibition, % at 30 µM; hits with a dose series show IC50 in µM;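 active = primary inhibition above the hit cutoff, then over 50% inhibition at one or more dose response concentrations, cut at about 23% in these data, passing the limit was not always enough; inconclusive = conflicting primary data, or primary hits not chosen for dose response; inactive = low primary inhibition, or under 50% at every dose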;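 note: plate controls were DMSO full reaction for no effect and no enzyme background for full effect; strong numbers were not always called active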
human PMI inhibitors – human PMI inhibitors, high substrate, primary screen, biochemical, fluorescence intensity, high mannose 6-phosphate (AID 1220) | recombinant PMI enzyme, coupled fluorescence intensity; higher % means a stronger effect | one-dose inhibition, % at 20 µM; IC50 in µM for titrated hits | 190,000 tested, 0.66% active
Dynein cargo inh cytoplasmic EGFP – recorded beside Dynein cargo inh, whose call it bears; z-score; measured here: cytoplasmic GR-EGFP intensity; active compounds read high
Dynein cargo inh nuclear GR-EGFP – second read-out of Dynein cargo inh, no call of its own (marks repeat the call); z-score; measured here: nuclear GR-EGFP intensity;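 lower value marks the stronger effect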
Dynein cargo inh cell count – second read-out of Dynein cargo inh, no call of its own (marks repeat the call); z-score; measured here: cell count per field
* marks the source's active call; other numbers are inactive results; i = inactive; ? = inconclusive; . = not tested or not shown. Cut-off read from the data, not from the text of the source, unless noted: active = inhibition above about 50%; inactive = the rest.

SMILES	LYP phosphatase	AID2073	Dynein cargo inh	Dynein cargo inh cytoplasmic EGFP	Dynein cargo inh nuclear GR-EGFP	Dynein cargo inh cell count	PMI inhibitors	SIAH1 antagonists	P. falciparum M17LAP	XIAP antagonists	P. falciparum M1AAP	human PMI inhibitors
COC(=O)c1ccc(COc2ccccc2/C=C(\C#N)C(=O)Nc2ccc(C)cc2)cc1	-5%	3%	0.65	-0.079	0.77	-1.2	3%	5%	-5%	4.2%	-1%	-13%
O=[N+]([O-])c1cc(S(=O)(=O)N2CCCC2)ccc1SCCO	-3%	-5%	-0.97	-0.2	-0.46	0.2	-10%	17%	6%	-0.2%	3%	-10%
CCN(CC)CCNc1nc2c(c(=O)[nH]c(=O)n2C)n1CC(O)COc1ccc(Cl)cc1Cl (stereo unspecified)	-3%	-11%	0.66	-0.22	0.7	-1	0%	-2%	2%	1.5%	1%	2%
O=C(Nc1nccs1)C1CCN(S(=O)(=O)c2cccs2)CC1	-3%	-2%	-0.46	-0.38	-0.64	0.38	1%	4%	0%	-5.2%	2%	-2%
Cc1ccc2c(c1)c(N=Nc1cccc(C(=O)O)c1)c(O)n2C	5%	-3%	0.43	-0.26	0.31	-0.15	-21%	5%	3%	-2.5%	10%	-14%
Cc1nc(Nc2ccc3c(c2)OCCO3)c2nnn(Cc3ccccc3Cl)c2n1	0%	19%	-0.53	-0.18	0.2	0.41	14%	4%	7%	-24%	13%	20%
COc1ccc(-c2nc3c(c4nnc(SC(C)C(=O)Nc5ccccc5)n24)COC(C)(C)C3)cc1 (stereo unspecified)	13%	3%	1.4	-0.26	0.82	0.29	2%	5%	-1%	-11%	9%	-6%
CN1CCN(c2nc(-c3cccs3)cs2)CC1	2%	18%	-0.78	-0.25	-0.29	1.2	-2%	-6%	-1%	-8.2%	1%	-10%
CCn1c(=O)c(C(=O)Nc2ccccc2C)c(O)c2ccccc21	-2%	13%	-0.32	-0.17	0.21	-1.1	-21%	7%	-12%	-5.5%	0%	-24%
C[C@@H]1NC(=O)c2cc([N+](=O)[O-])cc(I)c2OCC[C@@H](C(=O)NC(CC(=O)O)C(N)=O)NC(=O)[C@H](CCC(=O)O)NC1=O (stereo partly specified)	-3%	6%	0.23	-0.31	0.51	0.28	-22%	6%	48%	-5.7%	3%	-27%
COc1ccc(C2CC(=O)N(c3ccccc3)C3=C2C(=O)CCC3)cc1 (stereo unspecified)	4%	4%	-1.2	-0.27	0.083	0.99	.	3%	23%	.	-3%	.
Cn1c(=O)c2c(nc(Br)n2CCSc2ncccn2)n(C)c1=O	2%	3%	0.066	-0.27	0.061	1.1	-9%	0%	-1%	-2.1%	10%	-1%
COc1ccc(S(=O)(=O)N(C)C)cc1NCC(=O)Nc1cccc(C#N)c1	-3%	-2%	-0.6	-0.21	-0.32	1	0%	-2%	7%	-6.0%	7%	6%
COc1cc(C(C)=O)ccc1COc1ccc(C(=O)OCC(=O)NC2CCS(=O)(=O)C2)cc1OC (stereo unspecified)	0%	20%	0.53	-0.29	0.57	-0.94	-12%	0%	-11%	-16%	-1%	-9%
COc1cc(/C=C/c2nc3ccc([N+](=O)[O-])cc3s2)ccc1OCC(=O)O	0%	28%	-0.14	-0.24	-0.11	-0.024	.	15%	6%	.	16%	.
Cc1cccc(N2CCN(C(=O)c3ccc(CNc4c(N5CCC(C)CC5)c(=O)c4=O)cc3)CC2)c1C	6%	-1%	-0.39	-0.23	-0.079	0.29	9%	9%	-4%	2.9%	-4%	-3%
CN(CC(=O)Nc1ccc(N2CCOCC2)cc1)Cc1cc(=O)n2ccsc2n1	-2%	4%	-0.22	-0.22	-0.18	0.62	-4%	-6%	21%	-7.3%	11%	28%
O=C(CSc1ccccn1)NC1CCCC1	-10%	3%	2.1	-0.16	1.1	-1.4	2%	-1%	-1%	-6.6%	9%	8%
CCCCNC(=S)NNC(=O)c1ccc2c(c1)OCO2	-6%	-2%	0.024	-0.23	0.12	0.27	4%	4%	-12%	-9.5%	0%	4%
CC1CN(C(=O)c2ccccc2)OC(c2ccc3c(c2)OCO3)O1 (stereo unspecified)	-6%	22%	3	-0.12	1.6	-1.8	-13%	-4%	4%	-7.4%	0%	-15%
Cc1ccc(-c2nnc(CSc3nncn3N)o2)cc1	-10%	-2%	0.62	-0.22	0.29	0.7	8%	-2%	8%	-3.0%	12%	2%
Cc1nnc(C)n1/N=C/C=C/c1ccccc1	-4%	-5%	3.3	-0.12	1.8	-2.2	2%	1%	16%	0.8%	0%	1%
O=C(c1cc(-c2ccccc2)nc2ccccc12)N1CCCc2ccccc21	7%	-4%	-0.18	-0.24	0.046	0.39	13%	6%	3%	1.1%	0%	9%
COC(=O)c1c(C)oc2c1cc(NS(=O)(=O)c1cccs1)c1ccccc12	2%	13%	-1.1	-0.16	-0.26	0.32	15%	0%	-1%	-7.3%	6%	12%
CC(C)(C)NC(=O)NC(=O)CN1CCC(Cc2ccccc2)CC1	-8%	-11%	-0.34	-0.17	-0.2	-0.58	3%	-8%	-1%	0.6%	13%	3%
COc1cc2c(C#N)c(N3CCOCC3)nc(N)c2c(N)n1	-4%	-6%	2.3	-0.24	1.2	-0.26	29%	-4%	-7%	-7.5%	20%	22%
O=C(Nc1ccc(CN2CCS(=O)(=O)CC2)cc1)c1ccc(F)cc1	-3%	1%	-0.77	-0.25	-0.47	0.39	.	13%	8%	.	6%	.
CC1(C)OC(c2ccccc2)=C/C(=C/C=C2C(=O)c3ccccc3C2=O)O1	1%	16%	-0.04	0.32	0.2	0.18	-13%	6%	-3%	18%	0%	-6%
C/C(=N\Nc1nccnc1Cl)c1ccc([N+](=O)[O-])cc1	-4%	-4%	0.79	0.12	0.83	-0.79	2%	0%	3%	-4.4%	4%	1%
N=c1c(C(=O)NC2CCCC2)cc2c(=O)n3ccccc3nc2n1C1CCCC1	-47%	14%	-1.1	-0.28	-0.31	0.16	6%	-1%	-497%	-4.9%	-1%	16%
Cc1cc(NC(=O)CSc2nc(-c3ccccc3)cs2)no1	4%	-1%	-0.3	-0.16	0.13	-0.063	3%	4%	-13%	-6.2%	-1%	3%
CCSc1nc(=S)n(Cc2ccccc2)c(C)c1C(C)=O	-3%	2%	0.046	-0.31	-0.39	0.26	-13%	8%	10%	-3.2%	4%	3%
O=C(COC(=O)/C=C/c1cccc(Cl)c1)Nc1ccccc1-c1ccccc1	-2%	2%	-0.16	-0.31	-0.36	0.66	8%	4%	2%	-1.3%	2%	12%
COc1ccc(-c2cc(C(=O)Nc3cc(OC)c(OC)c(OC)c3)no2)cc1OC	-2%	4%	-0.87	-0.19	-0.3	0.6	1%	-3%	2%	-3.6%	13%	22%
COC(=O)Cn1c(=NC(=O)c2sc3ccccc3c2Cl)sc2cc(S(N)(=O)=O)ccc21	2%	?	-0.18	-0.23	-0.31	0.33	13%	2%	-7%	-7.4%	4%	1%
CC(=O)c1c(O)ccc2c(-c3ccccc3)cc(=O)oc12	-4%	15%	-0.79	-0.32	-0.79	0.97	10%	-6%	1%	-6.4%	8%	15%
Cc1ccc(NC(=O)CCC(=O)NNC(=O)c2ccccc2[N+](=O)[O-])c(C)c1	0%	-6%	-0.43	-0.35	-0.21	-0.34	-9%	i	-1%	1.6%	8%	-6%
COC(CNC(=O)c1ccc2c(c1)nc(C)n2-c1cccc(F)c1)OC	-9%	2%	-0.94	-0.31	-0.58	1.1	-2%	-3%	3%	-4.1%	-8%	-5%
O=C(CNC(=O)c1ccco1)N/N=C/c1cccs1	-4%	-3%	-0.26	-0.21	-0.16	0.093	.	9%	11%	.	4%	.
COc1ccc(/C=C/C(=O)c2ccc3ccccc3c2O)cc1CN1CCOCC1	-1%	-1%	-1.7	0.26	-1.3	0.31	5%	-6%	-13%	-3.0%	1%	20%
COc1ccc(-c2noc(CCC(=O)NC3CCCCC3)n2)cc1OC	0%	-15%	-0.68	-0.4	-0.43	0.2	-4%	-2%	0%	-7.0%	-6%	-6%
COc1ccccc1NC(=O)CSc1ncn(-c2ccccc2)n1	-1%	8%	-0.3	0.28	0.23	-0.28	2%	-4%	6%	-4.4%	-7%	-6%
CC(=O)c1ccc(NC(=O)Nc2ccc(Cl)cc2)cc1	-5%	-1%	-0.37	-0.22	-0.37	0.42	0%	-3%	5%	-4.7%	2%	-2%
O=C(O)CC(NC(=O)C(c1ccccc1)c1ccccc1)c1ccc(F)cc1 (stereo unspecified)	-9%	0%	-0.13	-0.22	0.14	0.59	-4%	2%	-3%	-3.7%	-2%	0%
Cc1cccc(-n2nc3c(c2NC(=O)c2ccco2)CS(=O)(=O)C3)c1C	-8%	7%	-0.89	-0.28	-0.69	1.9	-8%	2%	-2%	1.5%	6%	-5%
CN(C)CCCN1C(=O)C(O)=C(C(=O)c2cccs2)C1c1cccc([N+](=O)[O-])c1 (stereo unspecified)	-3%	25%	-0.64	-0.27	-0.26	0.35	-7%	-2%	9%	-0.6%	7%	-12%
COc1cccc(/C=C2\SC(=S)NC2=O)c1OS(=O)(=O)c1ccc(NC(C)=O)cc1	-3%	7%	-1.2	-0.33	-1	1.9	1%	7%	19%	-5.7%	?	-6%
CCC(=O)N1C(C(=O)N2CCCC2)CSC1c1ccc(OC)cc1 (stereo unspecified)	0%	48%	0.59	-0.27	1.1	-0.26	12%	8%	3%	-8.7%	-3%	11%
COc1ccccc1/C=N/n1c(C)nnc1-n1nc(C)cc1C	-2%	2%	1.5	-0.35	0.67	0.59	1%	2%	6%	-2.7%	8%	0%
Cc1ccc(N(C(=O)c2csnn2)C(C(=O)NC(C)(C)C)c2ccccn2)cc1 (stereo unspecified)	-5%	-6%	-1.1	-0.22	-0.61	0.28	13%	-4%	-5%	-3.5%	1%	10%
